AT treatment – potential ataxia-telangiectasia treatment; […] A-T fibroblasts, KAP-1 phosphorylation AlphaLISA; neocarzinostatin DNA damage 30 min before lysis; Potency, µM (doses to about 57.5 µM), without a hit: top-dose activation, actives largely listed as activators; 320,000 tested, 0.19% active; AID 485349; note: potency is the fitted concentration of half-maximal effect; % of control where 0% means no effect; nearly all actives have a fitted effect of over 45% in size
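ATM-like activity read as KAP-1 phosphorylation via AlphaLISA donor/acceptor antibody pairs after lysis and 6 hr at 25C. Cells were ATM-null patient fibroblasts ([…], hTERT), dosed 60 min, then exposed to the DSB inducer NCS for 30 min.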
Integrin act MD – activators of alpha7 integrin expression for muscular dystrophy. Potency, µM (titrated, usually from 38.3 µM), without a hit: at the highest dose activation, actives largely listed as activators. alpha7betagal myoblasts, beta-gal FDG fluorescence, 48 h. AID 624291. 350,000 tested, 0.064% active;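 note: potency is the fitted concentration of half-maximal effect; 100% = response of the positive control SU9516; nearly all actives have a fitted effect of over 60% in size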
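Alpha7betagal+/- myoblasts (passage 13) were plated 16-24 hr, then exposed to compounds (1:260 dilution of DMSO stock) for 48 hours at 37C. After MPER lysis, β-galactosidase reporter activity was read as FDG fluorescence (ex 480/em 540) after 30 minutes.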
TCR act – activators of T cell receptors | 330,000 tested, under 10 active | primary human leukocytes, anti-CD3, IL-2 HTRF, 48 h | AID 504894 | Potency, µM (highest dose often 9.22 µM), for the others: at the highest dose activation of IL-2 secretion, hits mostly activators; note: % of control where 0% means no effect
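48 hr co-incubation of compounds, a-CD3 beads and primary human leukocytes; IL-2 quantified homogeneously by HTRF with anti-IL-2 K and d2 conjugates.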
MBNL1-CUG inh – blocks human MBNL1 binding to CUG repeat RNA; Q9NR56; Potency, µM (titrated, usually from 57.5 µM), without a hit: top-dose activity change, negative = inhibition, usual class: inhibitors; 280,000 tested, 0.036% active; TR-FRET MBNL1-His/biotin-(CUG)12 binding, 665/545 ratio; active = well fitted inhibition curve with a large enough effect in the signal ratio, with a control signal flat, not every such curve was filed as active; inconclusive = small, poorly fitted or top-dose-only effect, or effect the other way, or a change in a side signal; inactive = no such curve, though single readings can be large or run the other way; the % refers to the signal ratio; note: potency is the fitted concentration of half-maximal effect; % is set by controls: 0 for no effect and ±100 for the full control effect
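Compounds (final 92 nM to 58 uM) are added to His-tagged MBNL1 and biotin-(CUG)12, then terbium anti-His antibody and streptavidin-XL665 (5 nM final). After 60 min at room temperature, the 665/545 nm ratio is read.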
Mito fusion act – mitochondrial division inhibition or fusion activation. S. cerevisiae fusion-defective mutant growth rescue, CellTiterGlo 48 h. 320,000 tested, 0.23% active. Potency, µM (series often up to 46.1 µM), inactives show at the top dose growth rescue (activation), hits mostly activators;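 note: potency is the fitted concentration of half-maximal effect; % of control where 0% means no effect; nearly all actives have a fitted effect of over 45% in size; temperature-sensitive fusion mutants such as fzo1-1 at 37 °C on non-fermentable ethanol glycerol medium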
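Read-out: ATP-based luminescence (CellTiterGlo, 10 min ambient) reporting growth of fusion-defective ts yeast after 48 hours at 37C on glycerol/ethanol YPEG medium in the presence of compound.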
ASM inhibitor – blocks human secretory acid sphingomyelinase; placental ASM, HMU-PC fluorogenic substrate, 60 min; Potency, µM (highest dose often 57.5 µM), without a hit: top-dose activity change, negative = inhibition, hits mostly inhibitors; 340,000 tested, 0.006% active; note: potency is the fitted concentration of half-maximal effect
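Fluorogenic HMU-PC substrate (9 uM final) is turned over by placental ASM in 60 min at 37 C after a 10 min compound preincubation. Reaction ended by alkaline stop (pH 10), with fluorescence read at 386/447 nm.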
Menin-MLL TR inh – inhibitors of human menin-MLL interaction, mutant MLL peptide; 270,000 tested, 0.23% active; Menin + Texas Red MLL mutant peptide, fluorescence polarization; O00255; Potency, µM (highest dose often 61.6 µM), for the others: top-dose FP activity change, negative = inhibition, usual class: inhibitors; active = well fitted inhibition curve with a large enough effect in the polarisation, with a control signal flat, not every such curve was filed as active; inconclusive = small, poorly fitted or top-dose-only effect, or effect the other way, or a change in a side signal; inactive = no such curve, though single readings can be large or run the other way; the % refers to the polarisation; note: potency is the fitted concentration of half-maximal effect; % of control where 0% means no effect; many of its hits are not listed in these tables
Target sequence (O00255 whole entry, looked up): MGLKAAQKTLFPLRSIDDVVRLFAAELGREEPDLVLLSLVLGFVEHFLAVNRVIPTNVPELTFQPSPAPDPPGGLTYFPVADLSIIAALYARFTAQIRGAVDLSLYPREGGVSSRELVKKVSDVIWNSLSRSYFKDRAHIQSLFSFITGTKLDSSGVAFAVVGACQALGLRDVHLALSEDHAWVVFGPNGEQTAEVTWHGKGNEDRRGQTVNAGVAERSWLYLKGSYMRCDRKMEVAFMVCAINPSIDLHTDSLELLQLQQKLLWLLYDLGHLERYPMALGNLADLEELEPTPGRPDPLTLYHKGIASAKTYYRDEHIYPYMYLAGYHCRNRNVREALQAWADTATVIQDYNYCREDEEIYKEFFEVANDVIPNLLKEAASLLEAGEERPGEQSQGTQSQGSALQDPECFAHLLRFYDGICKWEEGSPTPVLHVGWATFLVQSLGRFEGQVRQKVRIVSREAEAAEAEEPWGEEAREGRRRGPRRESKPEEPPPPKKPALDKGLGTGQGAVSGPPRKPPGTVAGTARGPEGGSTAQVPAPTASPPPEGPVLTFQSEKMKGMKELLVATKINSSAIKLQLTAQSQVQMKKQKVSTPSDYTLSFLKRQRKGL
MLL CXXC-DNA inh – blocks binding of human MLL CXXC domain to DNA | 290,000 tested, 0.037% active | Potency, µM (doses to about 115 µM), without a hit: at the top dose activity change, negative = inhibition, usual class: inhibitors | AID 2662 | Q03164 | MLL-CXXC / FITC-HOXA9 DNA fluorescence polarization; active = well fitted inhibition curve with a large enough effect in the polarisation, with a control signal flat, not every such curve was filed as active; inconclusive = small, poorly fitted or top-dose-only effect, or effect the other way, or a change in a side signal; inactive = no such curve, though single readings can be large or run the other way; the % refers to the polarisation; note: potency is the fitted concentration of half-maximal effect
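Fluorescence polarization: 7 uM MLL-CXXC (stock) preincubated 5 min with compounds, then 50 nM fluorescein-HOX-A9 DNA (stock) added; 30 min ambient. Buffer 50 mM Tris-HCl pH 7.5, 50 mM NaCl, 1 mM DTT, 0.05% BSA.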
TSHR antagonist – antagonists of human thyroid stimulating hormone receptor. TSHR-expressing cells, TSH-stimulated cAMP HTRF, 2 h; active compounds read low. activity change, negative = inhibition, % at 11.5 µM. 330,000 tested, 0.2% active;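 active = activity change below a set negative limit, meaning inhibition stronger than a set level, cut at about -70% in these data; inconclusive = activity change between two set negative limits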; note: % is set by controls: 0 for no effect and ±100 for the full control effect
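Read-out is FRET at 665 nm (cryptate excitation 337 nm) from a cryptate-tagged anti-cAMP antibody, competed by cell cAMP against cAMP-d2. Compounds are tested on freshly harvested TSHR cells challenged with 4nM TSH (EC80) for 2 hours at 37 deg C.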
PTAP TSG101 blk – blocks PTAP/TSG101 interaction to inhibit HIV-1 budding. Potency, µM (doses to about 115 µM), for inactives: at the highest dose activity change, negative = inhibition, most hits filed as inhibitors. 340,000 tested, under 10 active. Q99816. Fluorescence polarization, FITC-PTAP peptide / Tsg101 binding; active = well fitted inhibition curve with a large enough effect in the main read-out, with a control signal flat, not every such curve was filed as active; inconclusive = small, poorly fitted or top-dose-only effect, or effect the other way, or a change in a side signal; inactive = no such curve, though single readings can be large or run the other way; note: potency is the fitted concentration of half-maximal effect; % of control where 0% means no effect
Target sequence (Q99816 whole entry, looked up): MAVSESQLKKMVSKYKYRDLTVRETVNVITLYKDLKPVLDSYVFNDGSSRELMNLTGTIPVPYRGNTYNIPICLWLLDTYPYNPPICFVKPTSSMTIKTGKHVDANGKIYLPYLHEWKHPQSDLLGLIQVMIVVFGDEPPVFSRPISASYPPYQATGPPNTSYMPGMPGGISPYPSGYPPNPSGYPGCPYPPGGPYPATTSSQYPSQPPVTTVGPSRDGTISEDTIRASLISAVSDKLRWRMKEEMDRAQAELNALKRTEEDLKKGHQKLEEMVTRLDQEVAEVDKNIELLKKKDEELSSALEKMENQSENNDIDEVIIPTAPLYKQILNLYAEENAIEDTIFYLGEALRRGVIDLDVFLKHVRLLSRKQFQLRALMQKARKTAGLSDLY
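Compounds were pin-transferred onto Tsg101 binding domain (10 uM final) in HEPES pH 7.5 buffer, then FITC-PTAP peptide was added at 50 nM final. After 20 min at RT, polarization reported peptide displacement across a qHTS concentration series.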
* = called active by the depositor; i = inactive; ? = inconclusive; nt = no result given; [ ] = another dose, or the depositor's remark. Unless noted, calls come from the whole dose curve; as a rule, active = well fitted curve in the direction sought with a large enough effect; inconclusive = small, poorly fitted or top-dose-only effect, or another doubt; inactive = no such curve, though single readings can be large; an effect the other way counts as inactive or inconclusive. Some of the compounds tested; the hit share may differ from the screen's.

SMILES	AT treatment	Integrin act MD	TCR act	MBNL1-CUG inh	Mito fusion act	ASM inhibitor	Menin-MLL TR inh	MLL CXXC-DNA inh	TSHR antagonist	PTAP TSG101 blk
Cc1cccc(C(=O)NC(=S)Nc2ccc(Cc3ccncc3)cc2)c1	3%	-25%	-24%	7%	15%	-2%	-23%	-17%	-13	-6%
COC(=O)C1C(=O)C(C(=O)/C=C/c2ccccc2)C(=O)CC1(C)C (stereo not drawn)	-7%	-21%	-5%	-4%	5%	-5%	6%	-23%	-5	-6%
CN(C)S(=O)(=O)c1cc(NC(=O)CN2CCCc3ccccc32)ccc1Cl	2%	-5%	5%	?	-6%	-3%	-2%	6%	4	2%
Cn1cc(C(=O)C(=O)N2CCN(c3ccccc3)CC2)c2ccccc21	0%	4%	-1%	-9%	-21%	4%	-3%	2%	6	-3%
O=C1Nc2ccccc2C(O)(C(=O)NCc2ccc3c(c2)OCO3)N1c1ccccc1 (stereo not drawn)	-10%	9%	6%	-3%	-4%	7%	0%	5%	-4	-5%
Cc1ccc(C2(C)NC(=O)N(CC(=O)N3CCN(C(=O)c4cccs4)CC3)C2=O)cc1 (stereo not drawn)	4%	-11%	3%	nt	-2%	4%	nt	nt	-7	1%
Cc1c[n+]([O-])cc(C)c1Oc1ccccc1	25%	15%	7%	nt	-3%	2%	nt	nt	5	-1%
CCCS(=O)(=O)NCCc1cc2c(OC)ccc(OC)c2[nH]c1=O	8%	-6%	3%	4%	1%	-2%	-4%	-8%	4	-4%
Cc1ccc(CNC(=O)CCNS(=O)(=O)c2cccs2)cc1	6%	3%	-1%	-12%	-1%	-2%	3%	-2%	5	-3%
O=C(O)CCn1cc(-c2ccc(Cl)cc2)nc1-c1ccc(Cl)nc1	5%	-3%	-5%	nt	-6%	8%	nt	nt	-7	-4%
CC1CCN(S(=O)(=O)c2ccc3c(c2)c(=O)c(C(=O)NCc2ccccc2Cl)cn3C)CC1	-2%	nt	nt	6%	-2%	nt	11%	16%	0	nt
Cc1cc(/C=N\NC(=O)COc2cccc3cccnc23)c(C)n1-c1ccc(Br)cc1	-4%	100%	-6%[46.1 µM]	-5%	1%	?	2%	2%	16	1%
CN(CC(=O)NCc1ccco1)S(=O)(=O)c1ccc2c(c1)c(=O)n(C)c(=O)n2C	36%	19%	5%	0%	-3%	0%	nt	-2%	2	-1%
C/C(=N\NC(=O)c1ccccc1O)C1C(=O)c2ccccc2C1=O	-6%	1%	-4%	?	1%	0%	?	?	-22	-2%
O=C(NC1(C(F)(F)F)OCCO1)c1ccc(F)cc1	-2%	?	-1%	-6%	2%	-1%	-3%	3%	-12	-3%
COCCNC(=O)c1c[nH]n2c(=O)cc(C3CCN(C(=O)OC(C)(C)C)CC3)nc12	-1%	26%	3%	-17%	1%	0%	?	-23%	5	-1%
C=CCn1c(SCC(=O)N2CCc3ccccc3C2)nnc1-c1ccncc1	1%	2%	2%[46.1 µM]	nt	-4%	2%	-6%	-1%	-1	-1%
COC(=O)c1[nH]c2ccc(C)cc2c1NC(=O)C(C)N1CCN(C2CCCCC2)CC1 (stereo not drawn)	15%	-3%	2%	9%	0%	6%	-8%	0%	-3	0%
CN(C)c1ccc(-c2nc3ccccc3c(=O)[nH]2)cc1	0%	24%	7%	17%	0%	38%	nt	-2%	-1	-5%
CCOC(=O)N1CCN(c2c(N3CCN(c4ccccc4F)CC3)c(=O)c2=O)CC1	0%	-4%	-1%	13%	-1%	2%	nt	-1%	2	-3%
C=CC[C@H](CC(=O)N(CCO)Cc1ccccc1)C(=O)N[C@H](COC(=O)[C@@H](CC=C)Cc1ccc(F)cc1)Cc1c[nH]c2ccccc12	-1%	-38%	11%	nt	nt	-8%	nt	nt	-13	0%
Cc1cccc(CNc2ccc(C(CC(N)=O)NC(=O)Cc3cccc4ccccc34)cc2[N+](=O)[O-])c1 (stereo not drawn)	-27%	-6%	-7%	12%	1%	-3%	nt	-2%	-7	0%
Cc1ccc(-c2nnc(-n3nnc4ccccc43)c3ccccc23)cc1	5%	-14%	nt	6%	-2%	-3%	-8%	-6%	22	-1%
CCN(CC)c1ncnc2sc(C(=O)N3CCN(c4ccc(OC)cc4)CC3)c(C)c12	-1%	3%	0%	0%	-6%	-3%	-11%	5%	-2	0%
O=C(/C(N=Nc1cccc(C(F)(F)F)c1)=C(/O)c1cccs1)C(F)(F)F	22%	-31%	10%	nt	-19%	-20%	nt	-13%	-9	-1%
O=c1cc(CO)oc(CN2CCN(c3ccccc3)CC2)c1O	-11%	-8%	-6%	4%	-3%	4%	-4%	-8%	-2	-5%
c1ccc(Nc2ncnc3sccc23)cc1	9%	3%	-4%	-7%	-3%	3%	23%	2%	-9	-4%
COc1ccccc1N1CC(C(=O)OC(C)C(=O)N2CCCc3ccccc32)CC1=O (stereo not drawn)	-14%	-15%	2%	0%	0%	0%	-1%	2%	-7	0%
Cc1cc(SCC(=O)NC2(C#N)CCCCC2)nc2c(C)cccc12	20%	-9%	-8%	nt	17%	nt	nt	nt	10	-1%
COc1ccc(C(=O)Nc2ccccc2C(=O)Nc2ccccc2C(=O)O)cc1	16%	?	-4%	-11%	4%	9%	?	-29%	-17	-2%
C[C@@H]1C=CC(=O)O[C@@H]1c1ccc(C(F)(F)F)cc1	2%	nt	nt	-8%	4%	nt	6%	-2%	10	nt
O=C(COC(=O)c1cccc(S(=O)(=O)N2CCc3ccccc32)c1)Nc1ncc(C(F)(F)F)cc1Cl	6%	-8%	-3%[46.1 µM]	-19%	1%	-2%	7%	7%	1	-2%
C[C@@H]1C(=O)N(c2ccccc2)[C@@H]1c1ccncc1	15%	8%	-7%[46.1 µM]	nt	nt	1%	nt	nt	17	-1%
CCOC(=O)C1=C(C)Nc2nc3ccccc3n2C1c1cccs1 (stereo not drawn)	5%	23%	-2%[46.1 µM]	-9%	-4%	2%	-1%	3%	-4	-1%
N#CCC(=O)Nc1ccc(C(=O)OCC(=O)Nc2cccc(C(F)(F)F)c2)cc1	-9%	-5%	11%	2%	-3%	-15%	?	-3%	-2	1%
O=C1CSC(c2ccccc2)N1c1cccnc1 (stereo not drawn)	5%	0%	2%	nt	3%	-1%	nt	-5%	-4	0%
CC(OC(=O)c1ccc(O)cc1)C(=O)Nc1nc(-c2ccccc2)cs1 (stereo not drawn)	15%	-40%	13%	nt	?	-21%	nt	nt	9	-13%
O=C1NC[C@H](c2ccccc2)N(CC2CCCCC2)C1=O	-9%	-1%	-5%	-12%	-5%	3%	nt	-26%	16	-4%
O=C(O)C1CCCCC1C(=O)NCc1ccccc1 (stereo not drawn)	6%	19%	-15%	-3%	2%	-4%	-1%	-2%	27	-7%
Cc1ccc2cc3c(N)c4c(C)ccc(C)c4nc3nc2c1	6%	-17%	-4%	-3%	0%	-4%	-25%	?	1	-26%
COC(=O)CN(n1cnnc1)S(=O)(=O)c1ccccc1	25%	10%	-2%	-17%	1%	4%	1%	-5%	1	-1%
CCOCCc1nnc(NC(=O)CS(=O)(=O)Cc2ccccc2)s1	15%	-20%	-8%	0%	-3%	0%	19%	8%	8	-5%
Cc1ccc(NC(=S)NC2CCCC2)cc1C	5%	-9%	-4%[46.1 µM]	-9%	2%	0%	9%	4%	-10	-4%
COCCCn1c(=NC(=O)c2ccccc2)c(C#N)cc2c(=O)n3cccc(C)c3nc21	9%	6%	-3%	?	-3%	i	nt	5%	-6	-5%
C=CCSc1nnc(CNC(=O)c2ccc(Cl)cc2)n1CC	2%	18%	-4%	-3%	-6%	1%	-18%	2%	-5	-7%
C/C(=N/NC(=O)CNC(=O)c1ccccn1)c1ccc([N+](=O)[O-])cc1	14%	-23%	-1%	?	2%	-2%	17%	?	19	-8%
O=C(Cn1nc(-c2ccco2)ccc1=O)Nc1ccc(Br)cc1	7%	22%	1%	?	1%	1%	1%	-8%	7	-6%
CCc1ccc(C(=O)CCC(=O)Nc2ccc(OC)c(S(=O)(=O)N3CCCCC3)c2)cc1	4%	-2%	5%	nt	5%	-20%	nt	nt	-3	1%
CCCCCOc1ccc(C(=O)OCC(=O)Nc2cc(C)on2)cc1	-6%	-7%	-13%	nt	-33%[inhibitor]	3%	nt	nt	-3	-1%
